SENP1 inh: blocks the human SENP1 SUMO protease catalytic domain; Q9P0U3; recombinant SENP1 catalytic domain, CyPet-SUMO1-YPet FRET cleavage; inhibition, % at 10 µM; actives 0.21% (n = 360,000);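 active means inhibition at least 30% at 10 µM, raw YFP signal under a set limit, fluorescence ratio 0.5 to 1.5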;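 further: 0% = enzyme with DMSO and 100% = no enzyme wells; some results filed as inactive read as strong as hits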
Target sequence (Q9P0U3 419-644 limits assumed): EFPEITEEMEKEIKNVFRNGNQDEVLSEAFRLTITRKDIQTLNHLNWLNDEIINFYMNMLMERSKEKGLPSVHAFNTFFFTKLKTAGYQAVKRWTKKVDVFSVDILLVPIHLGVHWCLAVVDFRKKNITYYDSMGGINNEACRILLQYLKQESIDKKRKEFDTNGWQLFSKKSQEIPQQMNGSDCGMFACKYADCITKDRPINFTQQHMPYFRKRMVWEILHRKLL
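Test system: human SENP1 catalytic domain; medium: Tris pH 8 buffer plus EDTA, NaCl, BME, BSA, NP40, catalase; incubation: 50 min reaction at room temperature; technique: FRET, CFP and YFP emission; controls: no-enzyme low control and enzyme-plus-DMSO high control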
mIAP act: increases mouse intestinal alkaline phosphatase activity; muIAP, CDP-Star luminescence, 30 min; stronger effect = higher value; 1 = vehicle-only enzyme signal, 0 = enzyme-free wells; activation factor at 10 µM; actives 0.24% (n = 330,000); AID 2805;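 active means activation factor of at least 2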; further: the source names both 10 and 20 µM as test concentration; values of inactives mirror those of a sister screen read the other way
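System: Mouse IAP enzyme | Also added: CDP-Star substrate | Dosing: Compounds dispensed in DMSO | Schedule: 30 min enzyme-substrate-compound incubation at room temperature | Technique: Chemiluminescence readout | Control set: DMSO-only wells and no-enzyme negative control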
NLRP3 yeast inh: NALP3 inhibition in yeast; Yeast reconstituted NLRP3/ASC/caspase-1, beta-gal luminescence, 24 h; inhibition, % at 10 µM; actives 0.39% (n = 330,000); AID 2825;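 active means inhibition of 50% or more; inactive means inhibition below 50%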;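 further: plate controls were induced DMSO wells for no effect and uninduced yeast grown without galactose for full effect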
hIAP activ: human IAP activation; actives 0.16% (n = 330,000); purified human IAP, CDP-Star luminescence, 30 min; stronger effect = higher value; 1 = vehicle-only enzyme, 0 = enzyme-free background; activation factor at 10 µM;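 active means activation factor of the enzyme at least 2-fold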; further: the source names both 10 and 20 µM as test concentration; values of inactives mirror those of a sister screen read the other way
beta cell repl: inducers of beta-cell replication in MIN6 cells; MIN6 cells proliferation, ATPlite luminescence, 48 h; cells starved in 0.2% serum; 100% = growth in 10% serum; proliferation, % at 10 µM; actives 0.29% (n = 330,000); AID 2380;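 active means compounds whose signal lies at least 3.5 SD above the mean of all wells on their plate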;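 further: 0% = DMSO-treated cells in low-serum medium and 100% = 10% serum control; some compounds called inactive have numbers as strong as hits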
A3A deaminase: human APOBEC3A DNA deaminase inhibition; P31941; recombinant A3A, FAM/TAMRA ssDNA deamination fluorescence; inhibition, % at 20 µM; actives 0.41% (n = 330,000);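 active means at least 40% inhibition at 20 µM here, with at most 30% in a related deaminase screen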;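 further: plate controls were A3A with DMSO for no effect and wells lacking A3A enzyme for full effect; some results filed as inactive read as strong as hits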
Target sequence (P31941 whole entry, looked up): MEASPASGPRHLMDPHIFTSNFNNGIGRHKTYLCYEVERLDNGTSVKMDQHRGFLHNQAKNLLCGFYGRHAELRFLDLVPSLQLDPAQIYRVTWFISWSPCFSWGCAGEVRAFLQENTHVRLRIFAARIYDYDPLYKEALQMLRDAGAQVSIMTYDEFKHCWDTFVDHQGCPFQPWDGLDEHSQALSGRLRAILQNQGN
hIAP inh: human IAP inhibition; inhibition, % at 10 µM; AID 2544; actives 0.12% (n = 330,000); purified IAP, CDP-Star luminescence, 30 min;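 active means inhibition reaching a set limit with compound at 10 µM in the primary screen, cut at about 35% in these data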;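 further: plate controls were DMSO wells with enzyme for no effect and no-enzyme buffer wells for full effect; values of inactives mirror those of a sister screen read the other way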
APOBEC3G inh: blocks human APOBEC3G single-stranded DNA deamination; Q9HC16; recombinant A3G, ssDNA deamination FAM/TAMRA fluorescence; inhibition, % at 20 µM; actives 0.28% (n = 330,000); AID 493012;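 active means inhibition of at least 40% at 20 µM, with no more than 30% in the related APOBEC3A deaminase screen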;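 further: plate controls were DMSO wells with A3G for no effect and wells lacking A3G enzyme for full effect; some compounds called inactive have numbers as strong as hits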
Target sequence (Q9HC16 whole entry, looked up): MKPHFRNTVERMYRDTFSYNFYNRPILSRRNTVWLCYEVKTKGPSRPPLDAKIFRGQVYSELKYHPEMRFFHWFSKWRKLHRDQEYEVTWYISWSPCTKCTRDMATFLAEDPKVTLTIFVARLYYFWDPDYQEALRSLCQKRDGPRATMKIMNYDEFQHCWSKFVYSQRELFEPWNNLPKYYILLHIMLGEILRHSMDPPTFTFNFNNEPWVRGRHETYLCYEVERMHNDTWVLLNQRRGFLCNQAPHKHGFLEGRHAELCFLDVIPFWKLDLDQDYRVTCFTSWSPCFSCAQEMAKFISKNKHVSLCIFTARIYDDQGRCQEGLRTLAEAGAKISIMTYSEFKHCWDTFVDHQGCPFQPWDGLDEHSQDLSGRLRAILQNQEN
mIAP inh: mouse IAP inhibition; purified mouse IAP, CDP-Star luminescence, 30 min; inhibition, % at 10 µM; actives 0.2% (n = 330,000); AID 2806;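 active means inhibition of at least 40% at 10 µM in the primary screen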;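 further: plate controls were DMSO with enzyme for no effect and no enzyme wells for full effect; values of inactives mirror those of a sister screen read the other way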
Active calls of the source: *; . = no result given.

SMILES | SENP1 inh | mIAP act | NLRP3 yeast inh | hIAP activ | beta cell repl | A3A deaminase | hIAP inh | APOBEC3G inh | mIAP inh
O=C(COc1ccc2ccccc2c1Br)NCc1ccccn1 | 3 | 1.2 | 14 | 0.88 | 6 | 5 | 12 | -11 | -16
CC(NC(=O)C1CCCN(C(=O)N(C)C)C1)c1ccccc1 (configuration not stated) | 1 | 0.91 | -5 | 0.89 | -2 | -3 | 11 | -9 | 9
Cc1csc(NC(=O)c2cccc([N+](=O)[O-])c2C(=O)O)n1 | 0 | 1 | 9 | 0.9 | 2 | -8 | 10 | -6 | -2
CCOc1ccc(NC(=O)CNc2ccc(C)cc2Cl)cc1 | 3 | 1.2 | 41 | 1 | -3 | 0 | -5 | -3 | -19
Cc1cc(C)nc(Sc2nc(C)nc3c2oc2ccccc23)n1 | -2 | 1.1 | 28 | 0.97 | -1 | -4 | 3 | -2 | -10
CN(C)c1nc(OCC(=O)NC(C)(C)C)nc(N(C)C)n1 | 3 | 1 | -16 | 0.91 | 0 | -1 | 9 | -3 | -1
Cc1ccc(C)c(N2C(=O)C3C4C=CC(CC4)C3C2=O)c1 (configuration not stated) | 3 | 1.1 | 4 | 0.92 | 2 | -1 | 8 | -2 | -7
CCCCNC(=O)C1c2cc(OC)c(OC)cc2C(=O)N(C)C1c1ccc(OC)cc1 (configuration not stated) | 3 | 1 | 16 | 1.1 | -1 | -1 | -6 | -1 | -4
Cc1ccc2oc(=O)n(CC(=O)OCCC(C)C)c2c1 | 2 | 0.94 | -22 | 0.95 | -2 | 1 | 5 | -4 | 6
O=C(CSc1nnnn1-c1ccc(F)cc1)NCc1cccs1 | 1 | 1 | 0 | 0.96 | -1 | 1 | 4 | -10 | -2
COc1ccc(COC(=O)C2=C(C)NC(=O)NC2c2ccc(OC)c(OC)c2)cc1 (configuration not stated) | -1 | 1 | 4 | 0.85 | 6.2* | -4 | 15 | -3 | -1
CCc1ccc(-c2nc(CN3CCCC(C(=O)NCCc4ccc(OC)c(OC)c4)C3)c(C)o2)cc1 (configuration not stated) | 2 | 1 | 0 | 1.2 | -5 | -2 | -18 | -6 | -2
O=C(c1cccc(O)c1)N1CCN(C(=O)C2CC2)CC1 | -2 | 1.1 | 9 | 1.2 | -5 | 2 | -16 | 0 | -7
CN(C)c1ccc(C(=O)n2nnc3ccccc32)cc1 | 12 | 0.92 | 4 | 1.1 | 2 | -4 | -13 | -5 | 8
N#CC1(NC(=O)COC(=O)CCCN=C2NS(=O)(=O)c3ccccc32)CCCCC1 | 2 | 0.97 | 4 | 1.1 | 0 | 2 | -8 | -4 | 2
COc1ccccc1CNC(=O)C1CCN(S(C)(=O)=O)CC1 | 1 | 0.88 | -2 | 1 | 0 | 4 | -3 | 2 | 12
CCC(C)(C(=O)NC1CCCC1)N(C)C(=O)Cc1c[nH]c2ccccc12 (configuration not stated) | 1 | 0.95 | 14 | 0.91 | -4 | 0 | 9 | -9 | 5
COC(=O)CCCCC1SCC(NC(=O)OC)C1NC(=O)OC (configuration not stated) | 2 | 1 | -12 | 1 | 0 | -4 | -4 | -5 | -1
O=C(c1cc2ccccc2o1)N(Cc1ccco1)Cc1cccs1 | -12 | 0.88 | 16 | 0.88 | 2 | 1 | 12 | -7 | 12
O=C(NCc1ccncc1)NC1CCCCC1 | 4 | 0.99 | 16 | 1.1 | 1 | -2 | -15 | -9 | 1

Compound profiles (already shown).
O=C(CSc1nnnn1-c1ccc(F)cc1)NCc1cccs1 across the screens: SENP1 inh: 1; mIAP act: 1; NLRP3 yeast inh: 0; hIAP activ: 0.96; beta cell repl: -1; A3A deaminase: 1; hIAP inh: 4; APOBEC3G inh: -10; mIAP inh: -2
O=C(c1cccc(O)c1)N1CCN(C(=O)C2CC2)CC1 across the screens: SENP1 inh: -2; mIAP act: 1.1; NLRP3 yeast inh: 9; hIAP activ: 1.2; beta cell repl: -5; A3A deaminase: 2; hIAP inh: -16; APOBEC3G inh: 0; mIAP inh: -7

Later entries:
SMILES | SENP1 inh | mIAP act | NLRP3 yeast inh | hIAP activ | beta cell repl | A3A deaminase | hIAP inh | APOBEC3G inh | mIAP inh
NC(N)=NNC(=O)c1ccccc1Cl | 3 | 1 | 15 | 0.95 | 0 | -3 | 5 | -7 | -2
CC(=O)Nc1ccc(N2C(=O)CC(Sc3nc4ccccc4s3)C2=O)cc1 (configuration not stated) | 3 | 0.97 | -9 | 1.1 | 1 | -3 | -12 | -1 | 3
O=C1NCCOC(=O)[C@@H](Cc2ccc(F)cc2)CC/C=C/C[C@H]1CC(=O)N(CCO)Cc1ccccc1 | -1 | 1.1 | 10 | 1.1 | 1 | -1 | -10 | -4 | -8
Cc1ccc(NC(=O)/C(=C\c2cccnc2)NC(=O)c2ccco2)cc1 | 0 | 1 | -7 | 1 | -2 | -4 | 0 | -9 | -1
COc1ccc(-n2cc(CNCc3cnc4ccccn34)c(-c3cccc(F)c3)n2)cc1 | -6 | 1.1 | 23 | 1.1 | -2 | 0 | -15 | 2 | -8
CC(C)=CCC/C(C)=C/CNC(=O)C[C@H]1C[C@H](C(=O)N2CCOCC2)[C@@]2(C)c3[nH]c4cc(-c5ccco5)ccc4c3CCN2C1=O | -23 | 1.2 | . | . | . | 0 | . | -2 | -11
O=C(Cc1ccccc1)NCC(=O)N1CCN(c2ccccc2)CC1 | 2 | 1 | 6 | 1.2 | 1 | -4 | -20 | -9 | 0
COc1ccc(NC(=O)CN(C)C(=O)c2ccc(NC3CC3)c([N+](=O)[O-])c2)cc1 | 1 | 0.96 | 23 | 1.1 | 7 | -1 | -13 | -11 | 4
CCOC(=O)c1cn(Cc2ccc(Br)cc2)nn1 | 3 | 0.95 | 13 | 0.96 | -2 | -1 | 4 | 5 | 5
Clc1ccc(CSc2ncn(-c3ccccc3)n2)cc1 | 0 | 0.95 | 45 | 0.9 | -4 | 0 | 10 | -3 | 5
Cc1cc(C)n2nc(SCc3nnc(SCc4ccccc4C)s3)nc2n1 | -2 | 0.95 | 19 | 0.93 | 0 | -2 | 7 | -8 | 5
COc1ccc(COC(=O)C2=C(C)NC(=O)NC2c2ccccc2)cc1 (configuration not stated) | 1 | 1 | 2 | 1.1 | 1 | -5 | -5 | -3 | 0
O=[N+]([O-])c1cccc(CN2CCCCCC2)c1 | -59 | 0.96 | 1 | 1 | -3 | 2 | -1 | -4 | 4
CC([NH2+][O-])C(C)(C)NO (configuration not stated) | 1 | 0.94 | -6 | 0.98 | -1 | 0 | 2 | -3 | 6
CCN1CCN(C2=C(NS(=O)(=O)c3ccc(NC(C)=O)cc3)C(=O)c3ccccc3C2=O)CC1 | -3 | 0.96 | -1 | 1 | -4 | 1 | -4 | 2 | 4
Cc1ccc(OCCNC(=O)CCNS(=O)(=O)c2ccc3ccccc3c2)cc1 | -1 | 1 | 9 | 1 | -1 | 2 | -4 | -3 | -1
CCCN(C(=O)COC(=O)c1cc(CC)c(C)s1)c1c(N)n(Cc2ccccc2)c(=O)[nH]c1=O | -9 | 0.93 | 11 | 1.2 | -1 | 9 | -18 | 5 | 7
O=C(NCC1CCCO1)C1CCCN1C(=O)Nc1ccc(Cl)cc1 (configuration not stated) | 2 | 1 | 29 | 0.98 | -1 | 6 | 2 | 9 | 0
CC(=O)c1cccc(NC(=O)c2ccc(NS(C)(=O)=O)cc2)c1 | 1 | 0.92 | 7 | 1.1 | 4 | 0 | -6 | -8 | 8
CCCCc1cn([C@@H](CCCCNC(=O)OC(C)(C)C)C(=O)N2CCN(C(=O)OC(C)(C)C)CC2)nn1 | -1 | 1 | -3 | 1.1 | -1 | -2 | -10 | -7 | -2
COC(=O)CCC(=O)Nc1ccc(C)cc1OC(=O)CCC(=O)OC | 6 | 1 | 9 | 1.2 | -3 | -1 | -17 | -4 | -3
COc1ccc(-c2nc(CN3CCN(C(=O)c4ccco4)CC3)c(C)o2)cc1OC | -5 | 0.94 | 19 | 0.88 | -2 | 0 | 12 | 0 | 6
O=C(COC(=O)c1cnc(Cl)c(Cl)c1)NCc1ccco1 | 2 | 0.87 | -5 | 1 | 2 | 51* | 0 | 20 | 13
CCOc1cc(-c2cc(-c3ccccc3)nc(N)c2C#N)ccc1O | -1 | 0.83 | 32 | 0.93 | -4 | -4 | 7 | -8 | 16
COc1ccc(NC(=O)CSc2nnc(-c3ccccn3)n2N)cc1 | 2 | 0.94 | 10 | 1.1 | 1 | -2 | -6 | -10 | 6
COc1ccc(NC(=O)CSc2nc3c(c(=O)[nH]2)CCC3)cc1OC | 2 | 0.99 | 5 | 1 | -2 | -4 | -3 | -9 | 1
O=C(Nc1c(Cl)cccc1Cl)C1CCC1 | 1 | 1 | -13 | 1.1 | -3 | -1 | -10 | -2 | -3
Cc1nc(NC(=O)CC(C)C)sc1-c1csc(Nc2ccc(Cl)cc2)n1 | -13 | 0.93 | -2 | 1 | -7 | 0 | -3 | 0 | 7
CC(C)(C)NS(=O)(=O)c1ccc2nc(NC(=O)Cc3cccs3)sc2c1 | -5 | 0.98 | -2 | 1 | -3 | -2 | -2 | -8 | 2
CN(CC(=O)Nc1ccc(F)cc1)C(=O)COc1ccc([N+](=O)[O-])cc1Cl | 1 | 1 | 4 | 1.1 | -2 | -2 | -8 | -6 | 0
COc1cc2c(cc1OC)C(C)=NC1(CCCCC1)C2 | -14 | 0.92 | 13 | 1 | 0 | -1 | -1 | -2 | 8
COc1cccc(-c2nn(-c3ccc(C)cc3)cc2C(=O)N2CCc3cc(OC)c(OC)cc3C2)c1 | -3 | 1.1 | 11 | 0.99 | -6 | -3 | 0 | -7 | -8
Cn1ccnc1C1CCCCN1Cc1nc(-c2ccc3c(c2)OCO3)no1 (configuration not stated) | 0 | 0.96 | 3 | 0.9 | -2 | 3 | 10 | -6 | 4
CCN1CCN(S(=O)(=O)c2ccc(OC)c3ccccc23)CC1 | 2 | 1 | 9 | 1.2 | -2 | -6 | -16 | -10 | -3
O=C(COC(=O)c1n[nH]c(=O)c2ccccc12)NC1CCCCC1 | 3 | 0.93 | 1 | 0.93 | 0 | -2 | 7 | -9 | 7
Cc1cccc(N=C(N2CCOCC2)P(=O)(N2CCOCC2)N2CCOCC2)c1 | 1 | 0.96 | 18 | 0.87 | 6 | 1 | 13 | -3 | 4
Cc1nnc(-c2ccccc2)c[n+]1[O-] | 0 | 0.97 | 15 | 1.1 | -4 | 4 | -12 | -1 | 3
Cc1cccc(NC(=O)CNc2cc(C)ccc2C)c1 | 0 | 1 | 23 | 1 | -2 | 0 | 0 | -5 | -3
O=C(c1ccc(S(=O)(=O)Nc2ccccc2Cl)cc1)N1CCOCC1 | 0 | 0.93 | 17 | 0.96 | 2 | -3 | 4 | -12 | 7
Cc1cc(C)n2nc(C(=O)Nc3ccc(S(=O)(=O)N4CCCCC4)cc3)nc2n1 | 2 | 1 | 13 | 0.85 | -2 | 4 | 15 | 3 | 0
Cc1ccc(CS(=O)(=O)c2ccccc2-c2nnc(-c3ccc(Cl)cc3)o2)cc1 | -1 | 0.84 | 11 | 1.2 | -2 | -3 | -18 | -3 | 16

This is a subset; the hit share may differ from the screen's.
